MITF primary = MITF inhibitors, primary screen, biochemical, AlphaScreen, human; 650,000 tested, 0.91% active; AlphaScreen MITF homodimerization, bead proximity signal; Microphthalmia-associated transcription factor (Homo sapiens), O75030; AID 1259374, 2018; inhibition, % at 2.6 µM; in the data active = inhibition above about 50%;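 note: 0% = vehicle wells with protein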
Target sequence (O75030 whole entry, looked up): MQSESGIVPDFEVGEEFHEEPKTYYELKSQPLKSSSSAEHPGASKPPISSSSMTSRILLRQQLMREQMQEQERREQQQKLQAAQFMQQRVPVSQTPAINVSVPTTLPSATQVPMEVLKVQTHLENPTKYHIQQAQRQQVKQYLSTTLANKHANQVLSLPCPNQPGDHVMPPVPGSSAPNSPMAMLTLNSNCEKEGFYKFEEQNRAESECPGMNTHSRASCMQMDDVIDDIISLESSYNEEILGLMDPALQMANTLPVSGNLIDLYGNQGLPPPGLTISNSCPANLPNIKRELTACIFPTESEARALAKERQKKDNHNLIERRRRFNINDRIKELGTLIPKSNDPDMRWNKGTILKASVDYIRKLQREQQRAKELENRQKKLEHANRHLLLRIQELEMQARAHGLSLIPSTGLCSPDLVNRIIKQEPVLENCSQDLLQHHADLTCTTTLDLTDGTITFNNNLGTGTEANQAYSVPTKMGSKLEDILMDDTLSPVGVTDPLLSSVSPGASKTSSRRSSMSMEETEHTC
GPR151 ag = activators of human GPR151, primary screen, cell-based, PathHunter beta-arrestin, luminescence. AID 1508602, 2020. G-protein coupled receptor 151 (Homo sapiens), Q8TDV0. PathHunter beta-arrestin GPR151 cells. activation, % at 11.2 µM. 650,000 tested, 1% active; in the data active = activation above about 4.9%;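 note: 0% = median of compound wells and 100% = cells with positive control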
Target sequence (Q8TDV0 whole entry, looked up): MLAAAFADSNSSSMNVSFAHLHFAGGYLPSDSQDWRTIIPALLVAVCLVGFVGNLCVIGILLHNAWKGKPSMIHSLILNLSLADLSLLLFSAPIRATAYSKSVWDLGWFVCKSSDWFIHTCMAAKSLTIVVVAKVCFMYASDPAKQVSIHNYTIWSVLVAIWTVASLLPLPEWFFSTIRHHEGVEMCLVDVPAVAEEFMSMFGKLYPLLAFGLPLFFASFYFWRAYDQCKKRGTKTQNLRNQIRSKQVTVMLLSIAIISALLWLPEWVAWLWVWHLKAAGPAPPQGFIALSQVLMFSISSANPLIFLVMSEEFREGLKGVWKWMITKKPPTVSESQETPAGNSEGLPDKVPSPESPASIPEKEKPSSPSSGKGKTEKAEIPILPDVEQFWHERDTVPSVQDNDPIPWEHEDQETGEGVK
FBW7 act = FBW7 E3 ligase activators, primary screen, biochemical, AlphaScreen, human | F-box/WD repeat-containing protein 7 (Homo sapiens), Q969H0 | AlphaScreen FBW7–phospho-cyclin E peptide binding, activator screen | normalized activity (activation), % at 26.1 µM | 650,000 tested, 0.13% active | AID 1259310, 2017; in the data active = normalized activity above about 1.9%;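 note: purified mutant Fbw7 with reduced substrate affinity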
TEAD-YAP inh = TEAD-YAP interaction inhibition, primary screen, TEAD-YAP interaction inhibitor project, luminescence, HEK-TIYL cells; 640,000 tested, 1.4% active; TEAD-Gal4/YAP UAS-luciferase luminescence; inhibition, % at 9.12 µM; AID 1259422, 2018; in the data active = inhibition above about 32%;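 note: 0% = median of test compound wells and 100% = reference inhibitor wells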
An asterisk follows results filed as active.

Order of results – MITF primary | GPR151 ag | FBW7 act | TEAD-YAP inh
> O=C(O)c1cc(S(=O)(=O)Nc2c(F)cccc2F)ccc1O
→ 20 | 0.3 | -0.1 | 7
> Cc1ccccc1-n1nnnc1C(c1ccc2c(c1)OCO2)N1CCCCC1 (stereo not drawn)
→ 9 | 0.0 | -0.2 | 4
> CC(C)n1c(N2CCN(Cc3ccc4c(c3)OCO4)CC2)nc2c(NCCCN3CCCC3=O)ncnc21
→ 2 | 0.5 | -0.1 | -2
> O=C(O)COc1ccccc1/C=C1\C(=O)NC(=O)N(c2ccc(Br)cc2)C1=O
→ 5 | -0.7 | -0.1 | -2
> CC1CN(Cc2ccccc2)c2nc3c(c(=O)n(Cc4ccccc4)c(=O)n3C)n2C1 (stereo not drawn)
→ 9 | -0.7 | -0.1 | 1
> C=CCN(C)C(=O)c1cnc2scc(-c3ccc(C)cc3)n2c1=O
→ -5 | 1.1 | -0.5 | 5
> Cc1ccc(NCC(=O)N/N=C\c2ccc(O)c(I)c2)cc1
→ -3 | 0.4 | 0.0 | 9
> Cc1ccc(Nc2c(-c3ccccc3O)nc3cnccn23)cc1
→ 2 | 0.9 | -0.1 | -11
> COc1ccc(C(=O)Nc2ccccc2C(C)(C)C)cc1[N+](=O)[O-]
→ -2 | 1.0 | -0.4 | -4
> O=C(O)C1CC(=O)N(CCc2ccccc2)C(=Nc2ccc(Cl)cc2)S1 (stereo not drawn)
→ 0 | 1.1 | 0.0 | -1
> COc1cc(C2NC(=S)NC(C)=C2C(=O)Nc2ccccc2OC)ccc1O (stereo not drawn)
→ -7 | -0.2 | 0.2 | -7
> O=C(Nc1cccc2ccccc12)c1sc2cccc(Cl)c2c1Cl
→ 9 | -0.4 | 0.5 | -2
> CC(=O)c1ccc(NC(=O)C2C3CCC(C3)C2C(=O)O)cc1 (stereo not drawn)
→ 5 | 0.4 | 0.0 | -11
> O=C(N1CCOCC1)n1nc(-c2ccccc2)cc1-c1ccccc1
→ -12 | 2.0 | -0.3 | -24
> COC(=O)c1ccc(C(=O)Nc2nc3cc(N)ccc3s2)cc1
→ 7 | 2.8 | 0.0 | -41
> O=C(NC12CC3CC(CC(C3)C1)C2)C1C2C=CC(C2)C1c1nc2ccccc2c(=O)[nH]1 (stereo not drawn)
→ -13 | -0.9 | 0.0 | -5
> O=C(O)c1cc(N2C(=O)c3cc([N+](=O)[O-])cc4cc([N+](=O)[O-])cc(c34)C2=O)ccc1O
→ 19 | 0.1 | -0.2 | 1
> COc1cccc(NC(=O)CN(C(=O)N2CCN(C)CC2)S(=O)(=O)c2ccc(C)cc2)c1
→ 10 | -0.1 | 0.0 | 0
> O=C(c1cccc(Cl)c1Cl)N1CCOCC1
→ 1 | -1.1 | 0.5 | 0
> CCOc1ccc(N=C2SC(C(=O)Nc3ccc(OC)cc3)CC(=O)N2Cc2ccc(Cl)cc2)cc1 (stereo not drawn)
→ 2 | -0.3 | -0.2 | -2
> CC(C)c1nc(N2CCN(C(=S)NCc3ccccc3)CC2)c(C#N)c2c1COC(C)(C)C2
→ -1 | 0.3 | 0.0 | 4
> CCOCCCn1c(=S)[nH]c2cc(C(=O)NCCc3c[nH]c4ccccc34)ccc2c1=O
→ -3 | 0.8 | 0.0 | 0
> COCCNC(=O)COc1coc(CN2CCN(c3ccc(F)cc3)CC2)cc1=O
→ -8 | -0.7 | 0.0 | 0
> O=C(O)C(Cc1c[nH]c2ccccc12)N1C(=O)C2C3C=CC(C3)C2C1=O (stereo not drawn)
→ -10 | 1.2 | 0.1 | 1
> COc1ccc(Cn2nnnc2C(c2cccs2)N2CCOCC2)cc1 (stereo not drawn)
→ 0 | -0.6 | 0.1 | 8
> COc1ccc(-c2noc(CN3CCN(c4ccccc4)CC3C)n2)c(OC)c1OC (stereo not drawn)
→ 12 | 4.9* | 0.1 | -5
> CCc1ccc(C2C(C(C)=O)=C(O)C(=O)N2CC(OC)OC)cc1 (stereo not drawn)
→ 9 | 0.9 | -0.1 | -8
> O=c1oc(/C=C/c2ccc([N+](=O)[O-])cc2)nc2ccc([N+](=O)[O-])cc12
→ 3 | -1.0 | 0.1 | -6
> Cc1ccccc1NC(=O)C(=O)N/N=C/c1cccc(Cl)c1
→ 4 | 0.5 | 0.0 | 6
> CC1=C(C#N)C(c2ccccc2C(F)(F)F)C(C#N)=C(C)N1
→ 3 | 0.5 | 0.0 | 1
> C=C(C)CNC(=S)NNC(=O)c1cc(C)oc1C
→ 0 | -1.2 | 0.0 | 0
> O=C(CNC(=S)N(Cc1ccccc1)Cc1ccccc1F)NCc1ccccc1
→ -2 | 0.1 | -0.1 | 14
> c1ccc(CN2CCC(Nc3nc(Nc4cccnc4)nc4c3ncn4C3CCCCC3)CC2)cc1
→ -1 | 0.8 | -0.1 | 10
> CCOc1ccccc1N1CCN(Cc2cc([N+](=O)[O-])ccc2O)CC1
→ 3 | -0.9 | -0.2 | 4
> O=C1CSc2nnc(-c3ccc(Cl)cc3)n21
→ 12 | 1.3 | 0.1 | 1
> COc1ccc2oc(=N)c(C(=O)Nc3ccc(Br)cc3)cc2c1
→ 8 | -0.5 | -0.2 | -4
> O=C(c1ccc2c(c1)OCO2)N1CCC(c2ccccc2F)CC1
→ -7 | -0.5 | -0.1 | -10
> Nc1cccc(CCc2nc3ccccc3[nH]2)c1
→ 10 | -2.2 | -0.1 | -40
> Cc1ccc(C)c(NC(=O)CCN2CCC(C)CC2)c1
→ 8 | 0.3 | 0.1 | 5
> COC(C)(C)CCCC(C)CCO (stereo not drawn)
→ -2 | -0.8 | 0.0 | -4
> COc1ccccc1NCC(=O)N/N=C(/C)c1ccc(Br)cc1
→ 4 | 1.1 | 0.4 | 10
> COc1ccc(OC)c(NC(=O)c2ccccc2)c1
→ 6 | 0.3 | 0.0 | 5
> CSCCC(C(=O)Nc1sc2c(c1C(N)=O)CCC2)N1C(=O)c2ccccc2C1=O (stereo not drawn)
→ 24 | -0.1 | -0.3 | 0
> CCC(Cc1ccccc1)NS(=O)(=O)c1ccc2c(c1)SCC(=O)N2 (stereo not drawn)
→ -13 | -0.1 | 0.2 | -6
> COc1ccc(C(CC(=O)O)NC(=O)c2ccco2)cc1 (stereo not drawn)
→ 0 | 0.1 | -0.1 | -3
> CC(C)CCC(CCC(=O)O)NC(=O)c1ccccc1 (stereo not drawn)
→ -7 | -0.2 | -0.2 | -9
> COc1ccc(NC(=O)c2ccc(Br)o2)cc1Cl
→ 11 | -0.1 | -0.1 | -52
> O=C(CNC(=O)c1cc(-c2ccco2)nc2ccccc12)Nc1ccc(F)c(F)c1F
→ 14 | 0.9 | -0.1 | 4
> COc1ccc(S(N)(=O)=O)cc1C(=O)OCC(=O)N1c2ccccc2NC(=O)C1(C)C
→ 0 | -0.2 | 0.0 | 2
> COc1cc(CN2CCN(Cc3cccc(Cl)c3)CC2)cc2c1OCO2
→ 49 | -1.2 | -0.2 | -7
> Cc1cc(NC(=O)c2cc3n(n2)C(C(F)(F)F)CC(c2ccc(Br)cc2)N3)no1 (stereo not drawn)
→ 7 | -0.3 | 0.1 | -2
> Cc1ccccc1OCCNc1cc(N2CCN(C)CC2)ccc1[N+](=O)[O-]
→ 13 | -0.3 | 0.2 | 7
> COCCN(C(=O)c1csnn1)C(C(=O)NC(C)(C)C)c1sccc1C (stereo not drawn)
→ -2 | 0.0 | -0.1 | 2
> CCOC(=O)C1(Cc2cccc(F)c2)CCN(C(=O)c2cscn2)CC1
→ 12 | 0.5 | 0.1 | 1
> C/C1=C/CC(C)(C)/C=C/C/C(C)=C/CC1
→ 13 | -1.0 | -0.1 | -8
> O=C(Nc1ccccc1)c1cc(NC2CCC(O)CC2)nc2ccccc12 (stereo not drawn)
→ 6 | 0.9 | 0.0 | -7
> Cc1ccc2cc(CCC(=O)O)c(=O)[nH]c2c1
→ 16 | 0.5 | 1.0 | 3
> CN(C)/C(CN1CCCCC1)=C1\N=C(c2ccccc2)OC1=O
→ 10 | -0.3 | 0.2 | 1
> COc1cc(OC)c(OC)cc1/C=C1\N=C(c2ccc(Cl)c(Cl)c2)OC1=O
→ 18 | -0.2 | 0.4 | -7
> Cc1ccc(C)c(OCCn2cc(/C=C3/C(=N)N4N=C(C5CCCCC5)SC4=NC3=O)c3ccccc32)c1
→ 4 | 0.9 | 0.2 | 12

Later entries.
compound,MITF primary,GPR151 ag,FBW7 act,TEAD-YAP inh
CCC[C@@H]1NC(=O)[C@@H]2C[C@H](NCc3cnn(-c4cccc(F)c4)c3)CN2C1=O,-8,-0.7,-0.1,-1
O=C(C1CCCO1)N1CCC[C@H]1Cn1nc(-c2ccc3c(c2)OCO3)ccc1=O (stereo partly drawn),-16,-1.1,-0.1,-3
Cc1cc2c(s1)c1cnn(CC(=O)NC(C)(C)C)c(=O)c1n2Cc1ccc(F)cc1,4,0.4,-0.1,1
Cc1sc2nc(Cc3ccccc3)nc(Nc3ccc4c(c3)OCCO4)c2c1C,-9,-0.2,-0.1,3
CC(C)OC(=O)CN1C(=O)C(C)(C)Oc2ccc(C(=O)NC3CC3)cc21,-16,0.3,0.0,-3
NC(=O)c1c(NC(=O)COC(=O)C2(c3ccccc3F)CCCC2)sc2c1CCC2,7,0.3,-0.1,5
COc1cc2c(cc1OC)C(C(=O)Nc1ccc(F)cc1)C(c1cccnc1)N(C)C2=O (stereo not drawn),-2,1.1,0.1,-1
CN1CCc2cc(C(CNS(=O)(=O)c3ccc(Cl)s3)N3CCCC3)ccc21 (stereo not drawn),7,-0.2,-0.2,9
O=C(Nc1nc(-c2ccc3c(c2)Cc2ccccc2-3)cs1)c1ccc(Cl)cc1,-7,0.7,-0.2,-5
O=[N+]([O-])c1ccc(SC(=S)NC2CCS(=O)(=O)C2)c([N+](=O)[O-])c1 (stereo not drawn),19,-2.2,-0.1,-4
COc1cccc(Cn2c(-c3cscn3)nc3ccccc32)c1,-17,1.6,-0.1,-16
CCNc1nc(NC(C)C)nc(N(C)n2cnnc2)n1,19,0.2,1.2,8
CN1/C(=C\C(=O)CN2C(=O)C(=O)N(C3CCCC3)C2=O)C(C)(C)c2ccccc21,6,1.7,0.0,-13
N#Cc1cc([N+](=O)[O-])cc2c1C=Cc1c(ccc3ccccc13)O2,-4,-0.3,-0.1,-5
O=C(NCc1ccsc1)C1c2ccccc2Oc2ccccc21,3,0.9,0.0,0
COC(=O)c1cc(S(=O)(=O)NC2CCC(C)CC2)cn1C (stereo not drawn),-4,-0.1,-0.1,0

Taken from above.
GPR151 ag with `COc1cccc(Cn2c(-c3cscn3)nc3ccccc32)c1` reads 1.6
FBW7 act with `CCNc1nc(NC(C)C)nc(N(C)n2cnnc2)n1` reads 1.2

More records follow.
compound,MITF primary,GPR151 ag,FBW7 act,TEAD-YAP inh
Cc1ccc(-c2csc3ncc(C(=O)NC4CCC4)c(=O)n23)cc1,8,0.8,1.1,-3
Cc1cc2c(cc1S(=O)(=O)C(C)CC(=O)NCc1ccccc1)OCC(=O)N2 (stereo not drawn),-5,-0.1,-0.2,-12
Cc1ccc(NC(=O)c2cc(S(=O)(=O)N3CCCCC3)cs2)cc1,1,3.3,0.1,27
O=C1CC(c2c(F)cccc2Cl)C2=C(CC(c3ccc(F)cc3)CC2=O)N1 (stereo not drawn),-5,0.7,0.1,-8
O=C1c2ccc3c4c(ccc(c24)C(=O)N1c1cccc(O)c1)CC3,3,-0.2,-0.1,-1
COC1(OC)N=C(N)C2(C#N)C(c3ccc(NC(C)=O)cc3)C12C#N (stereo not drawn),51*,-0.4,-0.2,-1
Cc1ccc(C(=O)N2NC(c3ccc(F)cc3)C3C(=O)N(c4ccc(C)cc4)C(=O)C32)cc1 (stereo not drawn),4,0.2,0.2,7
O=C(O)CCC(=O)NCCCn1ccnc1,5,0.4,-0.5,-1

Part of the list above in order of length of the SMILES, largest number first:
compound,MITF primary,GPR151 ag,FBW7 act,TEAD-YAP inh
Cc1ccc(C(=O)N2NC(c3ccc(F)cc3)C3C(=O)N(c4ccc(C)cc4)C(=O)C32)cc1 (stereo not drawn),4,0.2,0.2,7
O=C1c2ccc3c4c(ccc(c24)C(=O)N1c1cccc(O)c1)CC3,3,-0.2,-0.1,-1
Cc1ccc(NC(=O)c2cc(S(=O)(=O)N3CCCCC3)cs2)cc1,1,3.3,0.1,27

Returning to the listing, starting 2 compounds before the break.
compound,MITF primary,GPR151 ag,FBW7 act,TEAD-YAP inh
Cc1ccc(C(=O)N2NC(c3ccc(F)cc3)C3C(=O)N(c4ccc(C)cc4)C(=O)C32)cc1 (stereo not drawn),4,0.2,0.2,7
O=C(O)CCC(=O)NCCCn1ccnc1,5,0.4,-0.5,-1
CCC1CCCCN1CCCNC(=O)CNC(=O)c1nn(-c2ccc(OC)cc2OC)c(=O)c2ccccc12 (stereo not drawn),1,-0.2,0.0,-1
COc1ccc(-c2cccc3ccc(N4CCN(C(=O)C5CC5)CC4)nc23)c(OC)c1,17,-1.9,0.1,5
CN(C)S(=O)(=O)c1ccc(C(=O)N2CCOCC2)cc1,-6,0.7,0.1,-5
O=C(Nc1cc(Cl)cc(Cl)c1)c1cc(S(=O)(=O)N2CCC3(CC2)OCCO3)ccc1F,16,-0.1,0.4,-1
CC1CN(CC(=O)NC2CCCN(Cc3ccccc3)C2)Cc2ccccc2O1 (stereo not drawn),11,0.0,0.2,3
COc1ccc(C2=NN3C(C2)c2ccccc2OC3c2cccc([N+](=O)[O-])c2)cc1 (stereo not drawn),-6,-1.1,-0.3,-64
CC1=C(C(=O)OCCOc2ccccc2)C(c2cccc(Cl)c2)C2=C(CC(C)(C)CC2=O)N1 (stereo not drawn),15,0.5,0.2,5
Cc1c(C(=O)CN2CCOCC2)[nH]c2ccccc12,9,0.3,0.2,-6

High-throughput results: PubChem BioAssay, The Scripps Research Institute Molecular Screening Center
